MEP2 TOR yeast = modulators of MEP2-GFP levels in yeast, primary screen, S. cerevisiae, multiplex flow cytometry, MLPCN library; S. cerevisiae MEP2-GFP strain, 3 h; 100% = DMSO control level; 0.51% of 330,000 active; AID 2016, 2009; GFP response vs DMSO, % at 10 µM;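 active = GFP response versus DMSO above a set limit, roughly screen mean plus 3 SD, cut at about 180% in these data; inconclusive = fewer than 70 cells counted for a yeast strain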;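 note: median GFP fluorescence of the barcode-gated MEP2-GFP cells per well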
LAP4-GFP MLPCN = modulators of LAP4-GFP expression in yeast, primary screen, S. cerevisiae, multiplex flow cytometry, MLPCN library. 3 h; median GFP as percent of DMSO wells. GFP response vs DMSO, % at 10 µM. 0.34% of 320,000 active;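 active = GFP response vs DMSO above a set limit, about the screen mean plus 3 SD, cut at about 150% in these data; inconclusive = under 70 cell events counted for the yeast strain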
AHR activator = AHR activators, primary screen, cell-based, luminescence, luciferase reporter, human | AHR-responsive luciferase reporter cells | 2.5% of 320,000 active | activation, % at 5 µM; in the data active = activation above about 47%;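 note: 0% = vehicle wells and 100% = reference agonist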
procasp7 counter = procaspase-7 activators, primary screen, counter-screen for procaspase-3 activator project, biochemical, absorbance, HTS, human | AID 463210, 2010 | 0.093% of 330,000 active | activation, % at 8.5 µM | recombinant procaspase-7, Ac-DEVD-pNA absorbance 405 nm; D23A/D198A/D206A triple mutant, cannot self-cleave; scale: DMSO 0, 5 µM enzyme 100 | Caspase-7 (Homo sapiens), P55210;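 active = percent activation above the screen-wide mean plus 3 SD, cut at about 25% in these data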
Target sequence (P55210 whole entry D23A/D198A/D206A): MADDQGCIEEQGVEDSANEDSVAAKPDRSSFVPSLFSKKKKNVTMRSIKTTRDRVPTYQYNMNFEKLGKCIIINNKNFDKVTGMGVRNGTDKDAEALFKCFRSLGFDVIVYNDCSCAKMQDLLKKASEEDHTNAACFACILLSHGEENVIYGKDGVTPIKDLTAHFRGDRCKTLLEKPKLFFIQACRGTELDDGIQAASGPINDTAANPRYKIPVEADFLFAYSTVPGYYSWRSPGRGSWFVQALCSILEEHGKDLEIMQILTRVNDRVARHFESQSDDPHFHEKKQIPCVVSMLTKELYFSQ
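Material: Procaspase-7 triple mutant (PC-7 D3A) | Quantity: 2 µM procaspase-7 mutant as dispensed | Reagent: DEVD-pNA substrate | Times: 1 h preincubation, 2 h reaction | Technique: 405 nm absorbance of p-nitroaniline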
AGP1-GFP MLPCN = modulators of AGP1-GFP expression in yeast TOR pathway, primary screen, cell-based, multiplex flow cytometry, S. cerevisiae, MLPCN library. 3 h; GFP as percent of DMSO wells. 0.02% of 320,000 active. GFP response vs DMSO, % at 10 µM;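 active = GFP response relative to DMSO above a set limit, near screen average plus 3 SD, cut at about 150% in these data; inconclusive = fewer than 70 cells counted for the yeast strain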;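 note: median GFP channel fluorescence of the gated AGP1 strain per well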
RPL19A-GFP yeast = RPL19A-GFP expression modulators in yeast, primary screen, cell-based, S. cerevisiae, multiplex flow cytometry, MLPCN; 0.3% of 330,000 active; AID 2025, 2009; S. cerevisiae RPL19A-GFP strain, 3 h; active compounds read low; percent response vs DMSO, % at 10 µM;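 active = percent response vs DMSO below 50%; inconclusive = fewer than 70 events counted for the yeast strain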;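 note: median channel GFP fluorescence of the barcoded RPL19A-GFP strain; ratio of sample median GFP to plate DMSO average so 100% = DMSO; lower means less RPL19A-GFP as with rapamycin TOR inhibition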
CIT2-GFP yeast = modulators of CIT2-GFP expression in yeast, primary screen, S. cerevisiae, GFP fusion, multiplex flow cytometry, MLPCN library. S. cerevisiae CIT2-GFP strain, 3 h; 100 means same as DMSO wells. GFP response vs DMSO, % at 10 µM. 0.065% of 320,000 active;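 active = GFP response relative to DMSO above a set limit, near the screen mean plus 3 SD, cut at about 150% in these data; inconclusive = Fewer than 70 cells measured for a yeast strain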;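 note: ratio of well median GFP fluorescence to mean of DMSO wells on the plate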
proCasp3 act = activators of human procaspase-3 D3A mutant, primary screen, biochemical, absorbance, PC-3 D3A mutant, single concentration; Caspase-3 (Homo sapiens), P42574; recombinant procaspase-3 D3A, Ac-DEVD-pNA absorbance 405 nm; activation, % at 8.5 µM; 0.11% of 330,000 active; AID 463141, 2010;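 active = activation above the mean of all tested compounds plus 3 SD, cut at about 21% in these data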;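 note: 0% = DMSO alone and 100% = DMSO wells spiked with extra 5 µM PC-3 D3A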
Target sequence (P42574 whole entry D9A/D28A/D175A): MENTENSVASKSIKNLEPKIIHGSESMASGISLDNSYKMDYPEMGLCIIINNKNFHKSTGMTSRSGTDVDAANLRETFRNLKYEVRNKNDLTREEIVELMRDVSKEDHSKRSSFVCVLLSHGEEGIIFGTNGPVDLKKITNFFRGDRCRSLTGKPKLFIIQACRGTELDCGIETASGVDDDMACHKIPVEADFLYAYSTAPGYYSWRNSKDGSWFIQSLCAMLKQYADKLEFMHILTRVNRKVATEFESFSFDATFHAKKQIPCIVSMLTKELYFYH
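Evaluation: percent activation relative to control range; Material: Procaspase-3 D3A mutant, all three cleavage aspartates alanine; Compound: single dose, 8.5 µM nominal compound, 0.8% DMSO; Replication: one well per compound; Signal: absorbance at 405 nm, 0 and 120 min; Schedule: 1 h preincubation plus 2 h reaction at 25 °C.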
* = called active by the depositor; ? = inconclusive; / = no result given.

| nr | SMILES | MEP2 TOR yeast | proCasp3 act | AHR activator | AGP1-GFP MLPCN |
| --- | --- | --- | --- | --- | --- |
| 1 | O=S(=O)(Nc1nc2ccccc2[nH]1)c1ccc2ccccc2c1 | 98.3 | -0.4 | 2.4 | 99.6 |
| 2 | CC1CC1C(=O)OCC(=O)Nc1cccc(S(=O)(=O)NC2=NCCCCC2)c1 (configuration not stated) | 97.0 | 16.1 | -0.6 | 99.2 |
| 3 | O=C(CCN1CCN(c2ccc(Cl)cc2)CC1)Nc1ccccc1F | 118.0 | 3.7 | 1.8 | 100.7 |
| 4 | COc1cccc(CN(C)C(=O)c2ccc(NS(=O)(=O)c3ccc4[nH]c(=O)[nH]c4c3)cc2)c1OC | 102.7 | 1.8 | -2.0 | 103.1 |
| 5 | O=C(NN1CCOCC1)C12CC3CC(CC(C3)C1)C2 | 72.8 | -6.5 | 0.3 | 92.0 |
| 6 | COc1ccc(S(=O)(=O)n2cnc3ccccc32)c(C)c1 | 96.1 | -1.1 | -0.8 | 94.7 |
| 7 | CC(N=Cc1cccc(O)c1O)c1ccccc1 (configuration not stated) | 101.0 | -14.8 | 0.9 | 102.4 |
| 8 | CCOc1ncccc1C(=O)Nc1cc2c(cc1Br)OCCO2 | 96.0 | -5.8 | 12.2 | 95.1 |

| nr | RPL19A-GFP yeast | procasp7 counter | LAP4-GFP MLPCN | CIT2-GFP yeast |
| --- | --- | --- | --- | --- |
| 1 | 94.5 | 10.2 | 94.9 | 98.0 |
| 2 | 94.3 | 6.9 | 107.2 | 97.9 |
| 3 | 102.2 | 6.9 | 99.1 | 92.6 |
| 4 | 107.9 | -7.2 | 100.6 | 105.2 |
| 5 | 103.6 | -4.1 | 87.8 | 101.8 |
| 6 | 95.5 | 6.1 | 96.9 | 93.7 |
| 7 | 103.7 | -31.4 | 97.7 | 100.4 |
| 8 | 100.5 | 1.9 | 106.5 | 99.2 |

Nos. 7 through 8, reprinted for reference:
| nr | SMILES | MEP2 TOR yeast | proCasp3 act | AHR activator | AGP1-GFP MLPCN |
| --- | --- | --- | --- | --- | --- |
| 7 | CC(N=Cc1cccc(O)c1O)c1ccccc1 (configuration not stated) | 101.0 | -14.8 | 0.9 | 102.4 |
| 8 | CCOc1ncccc1C(=O)Nc1cc2c(cc1Br)OCCO2 | 96.0 | -5.8 | 12.2 | 95.1 |

| nr | RPL19A-GFP yeast | procasp7 counter | LAP4-GFP MLPCN | CIT2-GFP yeast |
| --- | --- | --- | --- | --- |
| 7 | 103.7 | -31.4 | 97.7 | 100.4 |
| 8 | 100.5 | 1.9 | 106.5 | 99.2 |

Additional records
| nr | SMILES | MEP2 TOR yeast | proCasp3 act | AHR activator | AGP1-GFP MLPCN |
| --- | --- | --- | --- | --- | --- |
| 9 | COc1cc2c(cc1OC)C(c1ccccc1)N(C(=O)c1cccc(S(C)(=O)=O)c1)CC2 (configuration not stated) | 98.9 | 7.2 | 6.8 | 99.2 |
| 10 | Cc1ccc(C(=O)N/N=C2\CC3CC=CC23)c(C)c1 (configuration not stated) | ? | -3.6 | 2.6 | ? |
| 11 | COc1ccc2nc(NC(=O)c3ccccc3[N+](=O)[O-])sc2c1 | 92.4 | 2.0 | 4.2 | 81.3 |
| 12 | CCC(=O)Nc1nonc1-c1nc2ccccc2n1Cc1ccccc1 | 99.1 | -1.3 | 1.7 | 107.7 |
| 13 | CCc1ccc(C(C)NC(=O)Cc2ccc(F)cc2)cc1 (configuration not stated) | 95.6 | 7.0 | 0.3 | 95.6 |
| 14 | O=C(CCNS(=O)(=O)c1ccc2nsnc2c1)N1CCN(c2ccncc2)CC1 | 96.7 | -0.3 | 2.8 | 94.8 |
| 15 | O=C1CC(Sc2ncccn2)C(=O)N1c1ccccc1C(F)(F)F (configuration not stated) | 101.1 | -16.4 | 0.6 | 103.8 |
| 16 | Cc1ccnn1CC(=O)N/N=C/c1ccco1 | 98.2 | 7.4 | 0.6 | 98.5 |

| nr | RPL19A-GFP yeast | procasp7 counter | LAP4-GFP MLPCN | CIT2-GFP yeast |
| --- | --- | --- | --- | --- |
| 9 | 95.3 | 2.0 | 92.9 | 106.9 |
| 10 | 91.3 | 4.8 | 80.1 | 83.3 |
| 11 | 90.8 | 7.8 | 79.2 | 87.2 |
| 12 | 98.7 | -4.9 | 90.9 | 110.6 |
| 13 | 105.2 | 3.1 | 90.2 | 97.8 |
| 14 | 95.1 | 3.2 | 96.6 | 90.9 |
| 15 | 97.8 | -13.8 | 96.1 | 97.6 |
| 16 | 97.2 | -2.4 | 89.8 | 97.4 |

Additional records:
| nr | SMILES | MEP2 TOR yeast | proCasp3 act | AHR activator | AGP1-GFP MLPCN |
| --- | --- | --- | --- | --- | --- |
| 17 | CN(C)c1cccc2c1c(NC(=O)Nc1ccc(F)cc1F)nn2C | 100.8 | 1.3 | 34.8 | 112.2 |
| 18 | CCn1cc(S(=O)(=O)Nc2ccc(C)c(Cl)c2)cn1 | 103.4 | -11.6 | 0.3 | 107.5 |
| 19 | Cc1ccc(C(=O)Nc2nnc(-c3ccco3)o2)cc1C | 98.3 | 2.7 | 22.3 | 91.3 |
| 20 | COc1cc(C(=O)N/N=C(\C)c2ccc(NC(=O)Cc3ccccc3)cc2)ccc1O | 102.9 | / | / | 95.5 |
| 21 | COc1ccc2[nH]c3c(=O)n(CCCCC(=O)NCCN4CCCC4)c(=S)[nH]c3c2c1 | 106.3 | 0.2 | 1.9 | 100.9 |
| 22 | O=C1C2C3C=CC(C2C(=O)N1C1CCCCC1)C1C(=O)N(C2CCCCC2)C(=O)C31 (configuration not stated) | 93.1 | -4.5 | 8.5 | 99.1 |
| 23 | Cc1ccc(-c2cc(C(=O)NCc3ccc4c(c3)OCO4)[nH]n2)c(O)c1C | 99.0 | -5.2 | 7.0 | 97.9 |
| 24 | CCn1c(SCC(=O)O)nnc1-c1ccc(S(=O)(=O)N2CCCC2)cc1 | 106.5 | 1.2 | -1.4 | 103.3 |

| nr | RPL19A-GFP yeast | procasp7 counter | LAP4-GFP MLPCN | CIT2-GFP yeast |
| --- | --- | --- | --- | --- |
| 17 | 102.2 | 8.1 | 111.2 | 99.1 |
| 18 | 115.3 | -4.5 | 88.3 | 115.0 |
| 19 | 99.2 | -2.4 | 91.0 | 97.7 |
| 20 | 112.6 | / | 72.6 | 97.8 |
| 21 | 98.7 | 4.2 | 101.6 | 96.5 |
| 22 | 96.5 | -11.5 | 89.9 | 90.8 |
| 23 | 97.7 | 7.5 | 110.4 | 97.7 |
| 24 | 103.8 | 4.3 | 100.7 | 99.5 |

Remaining list, next part.
| nr | SMILES | MEP2 TOR yeast | proCasp3 act | AHR activator | AGP1-GFP MLPCN |
| --- | --- | --- | --- | --- | --- |
| 25 | COc1ccccc1NS(=O)(=O)c1cccc(NC(=O)CCNC(=O)c2ccccc2OC)c1 | 100.5 | 0.0 | 1.4 | 102.3 |
| 26 | CCOC(=O)C1CCCN(C(=O)c2ccccc2NC(=O)C2=C(C)OCCS2)C1 (configuration not stated) | 98.4 | -0.8 | -0.6 | 94.0 |
| 27 | Cc1ccccc1C(=O)NNC(=O)c1ccoc1C | 99.5 | 9.1 | -0.8 | 100.5 |
| 28 | O=S(=O)(NCCc1cn2ccccc2n1)c1ccc2c(c1)OCCO2 | 100.7 | 3.2 | -0.5 | 102.0 |

| nr | RPL19A-GFP yeast | procasp7 counter | LAP4-GFP MLPCN | CIT2-GFP yeast |
| --- | --- | --- | --- | --- |
| 25 | 100.8 | -5.5 | 108.2 | 95.1 |
| 26 | 94.1 | -5.6 | 94.6 | 91.7 |
| 27 | 100.0 | -16.5 | 97.6 | 93.3 |
| 28 | 101.5 | 13.0 | 97.6 | 104.2 |

Filtered by structure: the entries above with four or more nitrogen atoms (7)
| nr | SMILES | MEP2 TOR yeast | proCasp3 act | AHR activator | AGP1-GFP MLPCN |
| --- | --- | --- | --- | --- | --- |
| 4 | COc1cccc(CN(C)C(=O)c2ccc(NS(=O)(=O)c3ccc4[nH]c(=O)[nH]c4c3)cc2)c1OC | 102.7 | 1.8 | -2.0 | 103.1 |
| 12 | CCC(=O)Nc1nonc1-c1nc2ccccc2n1Cc1ccccc1 | 99.1 | -1.3 | 1.7 | 107.7 |
| 14 | O=C(CCNS(=O)(=O)c1ccc2nsnc2c1)N1CCN(c2ccncc2)CC1 | 96.7 | -0.3 | 2.8 | 94.8 |
| 16 | Cc1ccnn1CC(=O)N/N=C/c1ccco1 | 98.2 | 7.4 | 0.6 | 98.5 |
| 17 | CN(C)c1cccc2c1c(NC(=O)Nc1ccc(F)cc1F)nn2C | 100.8 | 1.3 | 34.8 | 112.2 |
| 21 | COc1ccc2[nH]c3c(=O)n(CCCCC(=O)NCCN4CCCC4)c(=S)[nH]c3c2c1 | 106.3 | 0.2 | 1.9 | 100.9 |
| 24 | CCn1c(SCC(=O)O)nnc1-c1ccc(S(=O)(=O)N2CCCC2)cc1 | 106.5 | 1.2 | -1.4 | 103.3 |

| nr | RPL19A-GFP yeast | procasp7 counter | LAP4-GFP MLPCN | CIT2-GFP yeast |
| --- | --- | --- | --- | --- |
| 4 | 107.9 | -7.2 | 100.6 | 105.2 |
| 12 | 98.7 | -4.9 | 90.9 | 110.6 |
| 14 | 95.1 | 3.2 | 96.6 | 90.9 |
| 16 | 97.2 | -2.4 | 89.8 | 97.4 |
| 17 | 102.2 | 8.1 | 111.2 | 99.1 |
| 21 | 98.7 | 4.2 | 101.6 | 96.5 |
| 24 | 103.8 | 4.3 | 100.7 | 99.5 |

High-throughput results as filed in PubChem.
